Screening results: PubChem, Sanford-Burnham Center for Chemical Genomics
hIAP inh = human IAP inhibition; inhibition, % at 10 µM; 330,000 tested, 0.12% active; P09923; purified IAP, CDP-Star luminescence, 30 min; AID 2544;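 active means inhibition reaching a set limit with compound at 10 µM in the primary screen, cut at about 35% in these data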;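 further: plate controls were DMSO wells with enzyme for no effect and no-enzyme buffer wells for full effect; values of inactives mirror those of a sister screen read the other way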
Target sequence (P09923 whole entry, looked up): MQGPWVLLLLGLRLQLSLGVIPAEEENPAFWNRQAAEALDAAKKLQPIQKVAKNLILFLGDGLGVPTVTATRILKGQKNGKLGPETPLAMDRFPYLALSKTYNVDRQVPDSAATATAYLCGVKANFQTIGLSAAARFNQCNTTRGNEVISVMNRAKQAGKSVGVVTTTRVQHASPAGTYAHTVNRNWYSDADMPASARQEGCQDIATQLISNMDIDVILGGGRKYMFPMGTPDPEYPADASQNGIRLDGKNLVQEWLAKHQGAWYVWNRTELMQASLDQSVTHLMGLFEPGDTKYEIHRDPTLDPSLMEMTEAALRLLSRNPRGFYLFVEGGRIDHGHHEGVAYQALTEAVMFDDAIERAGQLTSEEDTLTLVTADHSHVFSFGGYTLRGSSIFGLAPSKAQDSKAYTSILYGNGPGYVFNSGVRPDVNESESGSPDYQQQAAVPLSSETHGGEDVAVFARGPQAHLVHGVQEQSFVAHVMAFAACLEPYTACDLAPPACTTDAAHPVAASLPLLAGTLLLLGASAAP
mIAP inh = blocks mouse intestinal alkaline phosphatase; purified mouse IAP, CDP-Star luminescence, 30 min; inhibition, % at 10 µM; 330,000 tested, 0.2% active; AID 2806;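 active means inhibition of at least 40% at 10 µM in the primary screen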;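 further: plate controls were DMSO with enzyme for no effect and no enzyme wells for full effect; values of inactives mirror those of a sister screen read the other way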
hIAP act = increases human intestinal alkaline phosphatase activity; P09923; purified human IAP, CDP-Star luminescence, 30 min; hits give high values; 1 = vehicle-only enzyme, 0 = enzyme-free background; activation factor at 10 µM; 330,000 tested, 0.16% active; AID 2524;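 active means activation factor of the enzyme at least 2-fold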; further: the source names both 10 and 20 µM as test concentration; values of inactives mirror those of a sister screen read the other way
TIM10 inh = growth inhibitors of TIM10 yeast strain. S. cerevisiae TIM10 strain growth, BacTiter-Glo luminescence, 24 h. inhibition, % at 10 µM. 330,000 tested, 1.4% active;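 active means inhibition of 40% or more at the single tested concentration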;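 further: wild-type TIM10 isogenic control strain grown at permissive 25 °C; 0% = DMSO yeast wells and 100% = minimal medium wells without yeast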
NALP3 yeast inh = blocks the NALP3 inflammasome reconstituted in yeast; Yeast reconstituted NLRP3/ASC/caspase-1, beta-gal luminescence, 24 h; inhibition, % at 10 µM; 330,000 tested, 0.39% active; AID 2825;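 active means inhibition of 50% or more; inactive means inhibition below 50%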;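 further: plate controls were induced DMSO wells for no effect and uninduced yeast grown without galactose for full effect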
ATG4B inhibitor = inhibitors of human ATG4B cysteine protease | Q9Y4P1 | ATG4B cleavage of LC3-PLA2, NBD-HPC fluorescence, 1 h | inhibition, % at 8.33 µM | 340,000 tested, 0.51% active; in the data active means inhibition above about 40%
Target sequence (Q9Y4P1 whole entry, looked up): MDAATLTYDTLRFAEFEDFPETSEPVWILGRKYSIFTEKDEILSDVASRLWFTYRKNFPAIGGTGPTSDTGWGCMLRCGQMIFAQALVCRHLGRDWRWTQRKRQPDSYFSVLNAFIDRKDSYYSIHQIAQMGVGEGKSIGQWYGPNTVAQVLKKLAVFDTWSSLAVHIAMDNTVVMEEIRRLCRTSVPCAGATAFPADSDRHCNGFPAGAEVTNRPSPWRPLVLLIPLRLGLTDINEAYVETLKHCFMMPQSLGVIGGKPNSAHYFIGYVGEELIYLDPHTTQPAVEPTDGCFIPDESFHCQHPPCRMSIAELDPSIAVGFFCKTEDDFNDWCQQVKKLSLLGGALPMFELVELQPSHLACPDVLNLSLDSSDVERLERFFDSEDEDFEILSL
mIAP act = increases mouse intestinal alkaline phosphatase activity. activation factor at 10 µM. muIAP, CDP-Star luminescence, 30 min; hits give high values; 1 = vehicle-only enzyme signal, 0 = enzyme-free wells. 330,000 tested, 0.24% active;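 active means activation factor of at least 2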; further: the source names both 10 and 20 µM as test concentration; values of inactives mirror those of a sister screen read the other way
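also added = chemiluminescent substrate CDP-Star | test system = mouse IAP enzyme | signal = chemiluminescence readout | compound = DMSO-dissolved test compounds | incubation = 30 min at room temperature | benchmarks = DMSO wells, no-enzyme wells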
Apaf1 inhib = human Apaf-1 inhibition; reconstituted apoptosome caspase-3 activity, DEVD-Rh110 fluorescence; AID 489030; O14727; 330,000 tested, 0.71% active; inhibition, % at 20 µM; active means inhibition of at least 40% at 20 µM;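 further: plate controls were DMSO wells for no effect and DEVD-CHO caspase inhibitor wells for full effect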
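Material: biochemical Apaf-1 apoptosome reconstitution. Medium: Hepes buffer, pH 7.5. Also added: cytochrome c activation, bis-DEVD rhodamine 110 substrate. Timing: 30 min compound preincubation, 50 min activation, room temperature. Measured by: rhodamine 110 fluorescence at Ex 480/Em 540 nm.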
tim10-1 inh = tim10-1 yeast growth inhibition; 330,000 tested, 2.2% active; S. cerevisiae tim10-1 ts strain growth, BacTiter-Glo, 24 h; inhibition, % at 20 µM; AID 463190;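 active means inhibition of at least 40%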;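 further: mutant grown at 25 °C; 0% = DMSO wells with yeast and 100% = wells holding no yeast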
* hit, by the source's call; x = not tested or not shown.

SMILES | hIAP inh | mIAP inh | hIAP act | TIM10 inh | NALP3 yeast inh | ATG4B inhibitor | mIAP act | Apaf1 inhib | tim10-1 inh
O=c1[nH]c(C2CC2)nc2sc3c(c12)CCCC3 | 8 | 10 | 0.92 | 14 | 10 | -8 | 0.9 | -7 | -2
Cc1ccc(S(=O)(=O)N2CCN(c3ccc([N+](=O)[O-])c(NCCN4CCOCC4)c3)CC2)cc1 | 7 | 5 | 0.93 | 16 | 13 | -5 | 0.95 | 6 | 15
O=S(=O)(Nn1cnnc1)c1ccc(F)cc1 | -13 | 0 | 1.1 | 13 | 4 | 14 | 1 | 6 | 30
CC12CC(c3ccccc3O1)C(C(=O)NCc1ccccc1)C(=O)N2 (centres undefined) | -11 | -10 | 1.1 | -7 | 24 | 4 | 1.1 | 3 | -5
COc1ccc(NC(=S)N2CCC(C(=O)c3ccc(C)cc3)CC2)c(OC)c1 | 14 | -2 | 0.86 | -12 | 25 | -6 | 1 | 12 | -16
COCCn1c(N)c(C(=O)c2cccc(S(=O)(=O)N3CCCCCC3)c2)c(=O)[nH]c1=O | -3 | -6 | 1 | -2 | 13 | 0 | 1.1 | 32 | -8
CC(C)c1ccc(N(CC(=O)N2CCOCC2)S(C)(=O)=O)cc1 | -10 | 6 | 1.1 | 4 | 2 | -3 | 0.94 | 2 | 1
CCCCn1nnnc1SCC(=O)NNC(=O)C1CCCCC1 | -45 | 5 | 1.4 | -7 | -2 | 9 | 0.95 | -7 | -11
CN(CCOC(=O)c1ccc2c(c1)OCCO2)C(C)(C)C | -3 | -3 | 1 | -20 | 9 | -15 | 1 | -9 | -2
CN(CC(=O)Nc1ccc(F)cc1)c1ccc(S(=O)(=O)N2CCCCC2)cc1[N+](=O)[O-] | 19 | 18 | 0.81 | 27 | 7 | -15 | 0.82 | 19 | 32
CC(=O)Nc1ccc(C(=O)COC(=O)CCS(=O)(=O)c2ccccc2)cc1 | -21 | 2 | 1.2 | -2 | 26 | 1 | 0.98 | -6 | -4
COC(=O)c1ccccc1Oc1nc(Cl)cc(OC)n1 | 6 | -8 | 0.94 | 2 | -42 | 3 | 1.1 | -3 | -1
CCOC(=O)C1(Cc2cccc(OC)c2)CCN(Cc2cnc(N)nc2)CC1 | 0 | -4 | 1 | -20 | 5 | -14 | 1 | 0 | -1
c1ccc(CCOn2ccnc2)cc1 | 2 | 2 | 0.98 | 8 | 7 | 2 | 0.98 | -2 | -14
COc1ccc(/C=N/OCC(=O)N2CC3(C)CC2CC(C)(C)C3)cc1OC (centres undefined) | -16 | -13 | 1.2 | 12 | 12 | -9 | 1.1 | -4 | 19
CN1CCN(C(=O)C23CCC(C)(C(=O)C2Br)C3(C)C)CC1 (centres undefined) | 6 | 5 | 0.94 | 3 | 5 | 0 | 0.95 | -7 | 2
COc1ccc(CCNC(=S)Nc2cccc3ccccc23)cc1 | -2 | -38 | 1 | 36 | 12 | -1 | 1.4 | 7 | 30
CC12CCC3(CO)COC(c4ccccc4O1)C2C3 (centres undefined) | -5 | 5 | 1 | 5 | 2 | 1 | 0.95 | 2 | 2
O=C(NCc1ccc(F)cc1)C1C2C=CC3(CN(Cc4cccnc4)C(=O)C13)O2 (centres undefined) | 11 | 4 | 0.89 | -13 | 11 | 15 | 0.96 | -11 | 13
Cn1c2ccccc2c(=O)c2cc(C#Cc3cccc(N)c3)ccc21 | 7 | 6 | 0.93 | 5 | 6 | -3 | 0.94 | -4 | 5
O=C(NNC(=S)Nc1ccc(Br)cc1)c1ccc(N2CCOCC2)c([N+](=O)[O-])c1 | 1 | 33 | 0.99 | 14 | 21 | 10 | 0.67 | -1 | 44*
CCOC(=O)c1ccc(NC(=O)NCCN2CCCCC2)cc1 | -12 | -12 | 1.1 | 4 | -6 | -8 | 1.1 | -13 | 0
CC(=O)Nc1ccc(C(=O)OCC(=O)N(Cc2ccccc2)C(C)(C)C)cc1 | 11 | 7 | 0.89 | 33 | 8 | -5 | 0.93 | -2 | 31
CCO/C=C1/C(=O)N(c2ccccc2OC)C(=O)c2ccccc21 | -14 | -6 | 1.1 | -18 | 5 | 1 | 1.1 | 36 | 26
O=C(c1ccc(F)cc1)N1CCN(C(=O)c2ccc([N+](=O)[O-])cc2)CC1 | 0 | 3 | 1 | -3 | 9 | -9 | 0.97 | -7 | 11
COc1ccc(Nc2nc(C)cc(-c3cc(-c4ccccc4)on3)n2)cc1 | 20 | 10 | 0.8 | -13 | 5 | -8 | 0.9 | 9 | 1
O=C(Cc1ccc(F)cc1)N/N=C/c1ccc2c(c1)OCO2 | -4 | -4 | 1 | 3 | 9 | -13 | 1 | 6 | 11
COc1ccccc1NS(=O)(=O)c1ccc(C)c(NC(=O)NCCCl)c1 | -2 | -5 | 1 | -14 | 7 | -6 | 1.1 | -8 | 9
Cc1cccc(Cc2nnc(CCC(=O)NCc3cn4ccccc4n3)o2)c1 | 5 | 10 | 0.95 | -9 | 5 | 1 | 0.9 | -1 | 9
O=C(CCSCc1cccc(Cl)c1)NCCc1ccc(Cl)cc1 | -6 | -31 | 1.1 | 27 | 16 | 44* | 1.3 | 12 | 23
CC(C)C(NC(=O)OCc1ccccc1)C(=O)OCC(=O)NCc1ccco1 (centres undefined) | 5 | -2 | 0.95 | -11 | 18 | -7 | 1 | -3 | 3
CCN(CC)C(=O)[C@H]1C[C@H](CC(=O)NCC23CC4CC(CC(C4)C2)C3)C(=O)N2CCc3c([nH]c4cc(-c5ccco5)ccc34)[C@]12C | x | -35 | x | 12 | x | -4 | 1.3 | 33 | 34
COC(=O)/C(C#N)=C/c1c(-c2ccccc2)nc2n1CCS2 | -10 | -4 | 1.1 | 5 | 0 | 11 | 1 | 1 | 5
O=C(CN1CCC(NC(=O)c2ccccc2F)CC1)Nc1ccc2c(c1)OCCO2 | -1 | 0 | 1 | 0 | 1 | -11 | 1 | -7 | 9
COc1cc2[nH]c(C(=O)NCCc3ccccc3)cc2c(OC)c1OC | -4 | -13 | 1 | -14 | 33 | 0 | 1.1 | 0 | 15
O=C(CCc1ccccc1)NNC(=O)c1cc(Cl)ccc1O | -57 | 28 | 1.6 | 8 | 17 | -2 | 0.72 | 0 | -6
COc1cccc(NC(=O)Cc2c(C(=O)O)[nH]c3ccccc23)c1 | -13 | 1 | 1.1 | -9 | 15 | 3 | 0.99 | -20 | -9
CCN1C(=O)[C@@H]2[C@@H](c3ccc(-c4ccc5c(c4)OCO5)cc3)N3CCCC[C@@]3(C(=O)OC)[C@@H]2C1=O | 9 | -4 | 0.91 | 10 | 11 | -3 | 1 | 15 | 5
O=C1C=C(c2cccc(Cl)c2)C[C@@H](c2ccc(Cl)cc2)C1 | 16 | 14 | 0.84 | 10 | 3 | 5 | 0.86 | 16 | 2
NC(CCC(=O)O)C12CC3CC(CC(C3)C1)C2 (centres undefined) | 2 | 0 | 0.98 | 0 | 14 | 2 | 1 | 0 | 3
CC(=O)Nc1ccccc1Nc1cc(C#N)c(C#N)cc1[N+](=O)[O-] | -6 | -3 | 1.1 | -4 | 22 | -1 | 1 | -1 | 14
Cc1ccc(CN2C(=O)C(Cc3ccccc3)Nc3ncnc(N4CCN(c5ccccc5)CC4)c32)cc1 (centres undefined) | 3 | 16 | 0.97 | 17 | 18 | -1 | 0.84 | 7 | 22
CCn1c(SCC(=O)Nc2cc(C)on2)nnc1-c1ccc(S(=O)(=O)N2CCCC2)cc1 | -10 | 5 | 1.1 | 3 | 11 | 1 | 0.95 | 1 | 14
CNc1ccc(Br)cc(C(=O)/C=C/c2cccc(OC)c2OC)c1=O | 2 | 3 | 0.97 | 20 | 6 | 7 | 0.97 | 31 | 42*
COc1cc(OC)c(OC)cc1CN1CCN(Cc2ccco2)CC1 | -6 | 0 | 1.1 | -3 | 21 | -3 | 1 | -8 | 1
CC(=O)N1CC(=O)N(CC(=O)Nc2ccc(Br)cc2)C1=S | -11 | -7 | 1.1 | -4 | 20 | -12 | 1.1 | -5 | 22
Cc1cccc(/C=N\Nc2cn[nH]c(=O)c2Cl)c1 | 7 | 9 | 0.93 | 7 | 21 | -3 | 0.91 | -3 | 16
O=C(CCCSc1nc2ccccc2c(=O)[nH]1)c1ccc(F)cc1 | -3 | 12 | 1 | -9 | 44 | -5 | 0.88 | 9 | -6
NC(=O)C1(c2ccccc2)CCCN1C(=O)c1ccc(Br)cc1 (centres undefined) | 17 | -1 | 0.83 | 14 | 6 | -3 | 1 | -6 | 11
CN1CCN(NS(=O)(=O)c2ccc(Cl)cc2)CC1 | 5 | 0 | 0.95 | 5 | 9 | -10 | 1 | -4 | -17
COc1ccccc1NC(=O)C1CCCN1C(=O)NC1CCCCC1 (centres undefined) | 16 | -2 | 0.84 | 8 | 8 | -2 | 1 | -25 | 5
CS(=O)(=O)N1N=C(c2cccs2)CC1c1ccccc1 (centres undefined) | -1 | 0 | 1 | 2 | 16 | 6 | 1 | -5 | -4
CS(=O)c1ccccc1O (centres undefined) | 13 | 8 | 0.87 | 3 | -1 | 0 | 0.92 | -7 | 10
COc1ccccc1-n1c(SCC(=O)N2CCOCC2)nc(O)cc1=O | 20 | -4 | 0.8 | -2 | 24 | 6 | 1 | 8 | 7
NCCCC[C@H](N)c1nnc([C@H](CC(=O)O)NC(=O)C2CCNCC2)o1 | -17 | -10 | 1.2 | -6 | 9 | 1 | 1.1 | 3 | -3
O=C(NCc1ccc(F)cc1)N[C@@H](Cc1ccccc1)C(=O)O | -6 | 7 | 1.1 | -10 | 7 | 5 | 0.93 | -20 | 12
Cc1ccccc1C(=O)NCCCNC(=O)c1ccccc1C | -10 | 0 | 1.1 | 1 | 17 | -6 | 1 | -2 | 4
COc1cccc(C(Nc2ccccn2)c2oc(CO)cc(=O)c2O)c1 (centres undefined) | -3 | 1 | 1 | 14 | 10 | 2 | 0.99 | -7 | -2
Cc1c(C)c2ccc(OC(C)C(=O)N[C@@H](Cc3c[nH]c4ccccc34)C(=O)O)c(C)c2oc1=O (some centres undefined) | 12 | 12 | 0.89 | 4 | 1 | -26 | 0.88 | -10 | -11
COc1ccc(CCNC(=O)COC(=O)/C=C/c2cccc(F)c2)cc1 | -6 | 13 | 1.1 | 11 | 8 | -5 | 0.87 | 0 | 7
COc1ccccc1C(=O)NCCn1cc(SCC(=O)Nc2nnc(C)s2)c2ccccc21 | 1 | -10 | 0.99 | 12 | -2 | -6 | 1.1 | -10 | 17
COc1ccccc1-n1c(=S)sc2c(=O)n(Cc3ccco3)c(SC)nc21 | 9 | 3 | 0.91 | 32 | 9 | -2 | 0.97 | 0 | 25

Sorted by molar mass (high to low): 3 of the compounds above.
SMILES | hIAP inh | mIAP inh | hIAP act | TIM10 inh | NALP3 yeast inh | ATG4B inhibitor | mIAP act | Apaf1 inhib | tim10-1 inh
COc1ccccc1-n1c(SCC(=O)N2CCOCC2)nc(O)cc1=O | 20 | -4 | 0.8 | -2 | 24 | 6 | 1 | 8 | 7
CS(=O)(=O)N1N=C(c2cccs2)CC1c1ccccc1 (centres undefined) | -1 | 0 | 1 | 2 | 16 | 6 | 1 | -5 | -4
CN1CCN(NS(=O)(=O)c2ccc(Cl)cc2)CC1 | 5 | 0 | 0.95 | 5 | 9 | -10 | 1 | -4 | -17

Hits appear at their usual frequency. Share with any hit: about 4.5%.
